Assay outcomes: PubChem BioAssay, National Center for Advancing Translational Sciences (NCATS)
POLH inh: inhibitors of human DNA polymerase eta; Potency, µM (top dose mostly 114 µM), inactives show at the highest dose activity change, negative = inhibition, actives largely listed as inhibitors; recombinant Pol eta, fluorescent DNA replication assay; AID 588591; Q9Y253; actives 1.2% (n = 390,000); further: potency means the concentration at half of the fitted maximal effect; on the % scale 0 is the no-effect control and ±100 the full control effect
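Pol eta (10 nM) was preincubated with compounds for 15 min at room temperature, after which fluorescent replication substrate (50 nM final) was added to start the reaction. Fluorescence was read kinetically at 0 and 10 min.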
Pol iota inh: DNA polymerase iota (human) inhibition | Pol iota fluorescent replication assay, 10 min | Q9UNA4 | Potency, µM (titrated, usually from 115 µM), inactives show top-dose activity, negative = inhibition, usual class: inhibitors | AID 588590 | actives 1% (n = 390,000); further: potency means the concentration at half of the fitted maximal effect
Target sequence (Q9UNA4 whole entry, looked up): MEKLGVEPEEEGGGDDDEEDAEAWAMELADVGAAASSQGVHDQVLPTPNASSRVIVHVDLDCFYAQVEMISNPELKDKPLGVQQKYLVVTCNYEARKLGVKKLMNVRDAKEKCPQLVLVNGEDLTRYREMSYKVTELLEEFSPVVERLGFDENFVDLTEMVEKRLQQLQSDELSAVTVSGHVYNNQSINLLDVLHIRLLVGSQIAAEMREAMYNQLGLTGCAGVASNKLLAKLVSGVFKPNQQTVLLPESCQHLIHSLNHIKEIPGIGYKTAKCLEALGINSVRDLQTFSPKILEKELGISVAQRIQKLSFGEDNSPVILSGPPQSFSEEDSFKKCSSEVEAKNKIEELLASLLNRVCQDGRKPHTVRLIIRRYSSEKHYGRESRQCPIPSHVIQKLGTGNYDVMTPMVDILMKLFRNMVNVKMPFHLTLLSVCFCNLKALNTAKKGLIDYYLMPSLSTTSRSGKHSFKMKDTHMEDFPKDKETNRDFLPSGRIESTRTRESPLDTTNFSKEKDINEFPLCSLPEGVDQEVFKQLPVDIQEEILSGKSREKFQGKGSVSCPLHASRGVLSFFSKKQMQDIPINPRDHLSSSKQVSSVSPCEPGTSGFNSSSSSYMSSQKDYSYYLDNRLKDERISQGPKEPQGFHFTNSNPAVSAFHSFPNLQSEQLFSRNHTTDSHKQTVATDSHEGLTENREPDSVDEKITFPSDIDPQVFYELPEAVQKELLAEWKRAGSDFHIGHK
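Pol iota at 10 nM preincubated 15 min with compounds at room temperature; reaction started with fluorescent substrate, 50 nM final. Fluorescence read kinetically at 0 and 10 min; buffer-only wells as negative control.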
POLB inh: blocks human DNA polymerase beta activity; Potency, µM (titrated, usually from 114 µM), inactives show at the highest dose activity change, negative = inhibition, most hits filed as inhibitors; AID 485314; Pol beta primer extension/strand displacement, fluorescence kinetic; actives 1.3% (n = 340,000); further: potency means the concentration at half of the fitted maximal effect; on the % scale 0 is the no-effect control and ±100 the full control effect
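Kinetic readout of DNA synthesis with strand displacement by Pol beta. Compound and 10 nM enzyme sit 15 min at room temperature; 50 nM substrate starts the reaction, read immediately and at 10 min.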
BLM helicase inh: inhibitors of human Bloom syndrome helicase BLM | P54132 | recombinant BLM DNA unwinding, fluorescence dequenching | Potency, µM (series often up to 56.1 µM), for the others: top-dose activity change, negative = inhibition, hits mostly inhibitors | actives 0.2% (n = 350,000);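 further: potency means the concentration at half of the fitted maximal effect; plate controls were vehicle for no effect and no enzyme for full effect; nearly all actives have a fitted effect of over 35% in size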
PGK inhibitor: blocks T. brucei phosphoglycerate kinase; PGK/GAPDH coupled, Kinase-Glo luminescence, 60 min; Potency, µM (highest dose often 57.5 µM), for the others: at the highest dose activity change, negative = inhibition, hits mostly inhibitors; actives 0.043% (n = 380,000); further: potency means the concentration at half of the fitted maximal effect; on the % scale 0 is the no-effect control and ±100 the full control effect; nearly all actives have a fitted effect of over 60% in size
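Recombinant glycosomal PGK reaction used 1,3-bisphosphoglycerate generated in-well by GAPDH (100nM final) in 100mM TEA pH 7.6, 5mM MgCl2, 0.01% Tween-20. After 60 minutes at room temperature, ATP was read by Kinase-Glo Plus luminescence end-point.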
RXFP1 antag: blocks the human relaxin receptor RXFP1; HEK293-RXFP1, relaxin-stimulated cAMP HTRF, 30 min; hits give low values; activity change, negative = inhibition, % at 57.5 µM; actives 0.59% (n = 350,000);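 active means activity change of -60% or lower, but not beyond a set lower limit; inconclusive means change between -60% and -40%, or beyond the set limit; inactive means change above -40%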; further: on the % scale 0 is the no-effect control and ±100 the full control effect
Anesthetic bind: candidate novel general anesthetic via apoferritin binding; actives 0.074% (n = 350,000); Potency, µM (highest dose often 77.5 µM), for the others: top-dose activity change, negative = displacement, most hits filed as inhibitors; AID 485281; apoferritin/1-aminoanthracene competitive binding, fluorescence; further: potency means the concentration at half of the fitted maximal effect; on the % scale 0 is the no-effect control and ±100 the full control effect; nearly all actives have a fitted effect of over 20% in size
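Horse-spleen apoferritin (10 uM) was mixed with 50% saturated 1-aminoanthracene in PBS, exposed to compounds for 10 min at room temperature, and read for fluorescence (ex 380 nm, em 535 nm). Competitive displacement was fitted with a four-parameter Hill equation.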
Pol kappa inh: DNA polymerase kappa (human) inhibition. actives 0.53% (n = 400,000). purified Pol kappa, fluorescent DNA synthesis assay, 10 min. Potency, µM (top dose mostly 107 µM), inactives show at the top dose activity, negative = inhibition, actives largely listed as inhibitors. AID 588579; further: potency means the concentration at half of the fitted maximal effect; on the % scale 0 is the no-effect control and ±100 the full control effect
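10 nM Pol kappa was preincubated with compounds for 15 min at room temperature. Reaction started with 50 nM (final) substrate. Fluorescence read kinetically at 0 and 10 min.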
APE1 inh: blocks human APE1 abasic DNA cleavage | Potency, µM (doses to about 65.8 µM), without a hit: top-dose activity change, negative = inhibition, most hits filed as inhibitors | recombinant APE1, TAMRA/BHQ-2 abasic DNA cleavage fluorescence | actives 0.35% (n = 350,000) | P27695;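 further: potency means the concentration at half of the fitted maximal effect; plate controls were vehicle for no effect and reference inhibitor for full effect; nearly all actives have a fitted effect of over 55% in size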
Target sequence (P27695 whole entry, looked up): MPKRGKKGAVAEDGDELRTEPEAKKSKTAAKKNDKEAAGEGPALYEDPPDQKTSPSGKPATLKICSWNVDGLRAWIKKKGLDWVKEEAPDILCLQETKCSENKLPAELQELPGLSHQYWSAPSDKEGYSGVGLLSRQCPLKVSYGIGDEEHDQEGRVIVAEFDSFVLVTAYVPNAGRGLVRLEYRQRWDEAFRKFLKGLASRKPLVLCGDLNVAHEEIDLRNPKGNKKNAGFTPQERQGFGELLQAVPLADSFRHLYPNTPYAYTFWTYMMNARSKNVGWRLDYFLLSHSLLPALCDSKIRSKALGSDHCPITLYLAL
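Substrate: short duplex with […] THF abasic site, 5'-TAMRA and 3'-BHQ-2, 50 nM final. APE1 at 0.75 nM, preincubated 15 min RT with compound. Fluorescence increase from first to third read measured activity.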
The depositor's hits bear a star; i = inactive; ? = inconclusive; nt = no result given; & = joins results of further samples; [ ] = remark or other dose. Unless noted, the call rests on the fitted dose curve; in most records, active means well fitted curve in the direction sought with a large enough effect; inconclusive means small, poorly fitted or top-dose-only effect, or another doubt; inactive means no such curve, though single readings can be large; an effect the other way counts as inactive or inconclusive. Only part of the results is shown; count on the stated rates, not on these rows.

Sequence of screens: POLH inh | Pol iota inh | POLB inh | BLM helicase inh | PGK inhibitor | RXFP1 antag | Anesthetic bind | Pol kappa inh | APE1 inh
- Cc1ccc(OS(=O)(=O)c2cn(C)c(=O)n(C)c2=O)cc1C
  -11.0% | 168.4%[activator] | ? | -4.4% | -1.3% | 0.1 | -11.0% | -5.7% | 1.7%
- Cc1ccc(C)c(NC(=O)COC(=O)c2cc(=O)c3ccccc3o2)c1
  -22.7% | 6.4% | nt | nt | i | 4.0 | nt | 0.5% | 31.4%
- CCOc1ccc(CN2C(=O)c3ccccc3Sc3ccc(C(=O)NCc4ccc5c(c4)OCO5)cc32)cc1
  -17.3% | 34.6%[activator] | 14.9% | -9.3% | -7.0% | -12.1 | 2.7% | -27.9% | nt
- CC(NC(=O)CN1CCOCC1)c1ccccc1 (stereo not given)
  -9.5% | -4.5% | 0.3% | -5.4% | 0.7% | 20.5 | 1.2% | -5.8% | 9.7%
- N#Cc1ccc(CN2CCN(CC(=O)NCCc3ccc(Cl)cc3Cl)CC2)cc1
  -16.1% | 5.2% | 3.5% | -6.8% | -8.5% | -23.4 | 3.1% | -1.6% | 79.6%[activator]
- CC(=O)Nc1cccc(NC(=S)Nc2ccc(F)c(Cl)c2)c1
  -5.8% | 6.6% | -2.8% | -8.1% | -9.7% | -3.7 | -2.6% | 1.4% | -4.0%
- O=C(C[n+]1cc(-c2ccc(Cl)cc2)n2c1CCCCC2)c1ccccc1
  -19.2% | 66.8%[activator] | 29.9% | 5.0% | -11.8% | -0.8 | -11.3% | 2.4% | 16.9%
- COc1ccc(S(=O)(=O)N2CCOC23CCN(S(=O)(=O)c2ccc([N+](=O)[O-])cc2)CC3)cc1
  -16.8% | -6.0% | nt | nt | -9.9% | -1.2 | nt | -3.3% | 28.9%
- Cc1cc(C)cc(NC(=O)CSc2cc(C(=O)c3nccn3C)c3ccccc3n2)c1
  -11.5% | -6.3% | -0.8% | -3.7% | -3.2% | -2.3 | -9.5% | -11.0% | 6.2%
- COc1ccccc1C(=O)OCCCN=C1NS(=O)(=O)c2ccccc21
  -10.9% | 30.3%[activator] | 9.0% | -1.7% | -6.4% | -30.0 | -12.3% | -2.7% | -0.3%
- O=C(Nc1ccccc1Cl)C1CCN(c2nc3ccccc3[nH]2)CC1
  -14.9% | 33.0%[activator] | -8.4% | -0.7% | -1.3% | -10.4 | -8.7% | -7.5%[60.1 µM] | nt
- COc1cc(Br)c(C2CC(=O)Nc3cc(OC)c(OC)c(OC)c32)cc1OC (stereo not given)
  -7.6% | 6.7% | 3.8% | -3.1% | 1.6% | nt | -4.8% | -13.5% | nt
- COc1cccc(N2CCN(C(=O)CCS(=O)(=O)c3ccc4c(c3)oc(=O)n4C)CC2)c1
  ? | 70.8µM* | ? | -9.2%&-6.9% | -0.5%&-6.6% | 30.9&-7.4 | -11.7%&-13.6% | ? | -10.1%
- Cc1ccc(CN(C)C(=O)C2CCN(C(=O)Nc3ccccc3)CC2)o1
  1.1% | 26.0% | nt | nt | -4.7% | 22.2 | nt | 7.9% | 5.5%
- COCCCn1c(SCC(=O)Nc2ccc(C(C)=O)cc2)nc2ccccc2c1=O
  -5.7% | 11.3% | -2.1% | -2.3% | 1.7% | 4.2 | ? | -16.8% | -1.2%
- Cc1ccc(/C=C/C(=O)Nc2ccncc2)o1
  -3.4% | 3.5% | -8.0% | -12.7% | -2.1% | -3.9 | -12.8% | -14.6% | -0.1%
- Clc1cccc(Cl)c1CSc1nnc(/C=C/c2ccccc2)o1
  -5.8% | -0.5% | 8.7% | -4.5% | -3.3% | -5.9 | ? | -22.5% | -2.6%
- O=C(CNC(=O)c1ccc2ccccc2c1)NCc1ccccc1F
  -22.4% | 34.5%[activator] | 5.4% | -6.1% | 3.2% | 1.1 | -7.1% | -10.8% | 13.7%
- COc1cc(C(=O)Nc2ccc(NC(=O)C3CCCCC3)nc2)cc(OC)c1OC
  -22.1% | 81.0%[activator] | -20.6% | -1.1% | i | -5.0 | -10.5% | 5.3% | 2.6%
- CCN(CC(=O)NC(C)C)C(=O)[C@@H](NC(=O)c1ccco1)C(C)C
  1.5% | 108.6%[activator] | 30.6% | -3.3% | 1.9% | 10.6 | -4.5% | -14.8% | -7.0%
- O=C(COC(=O)c1ccc(-c2ccc([N+](=O)[O-])cc2)o1)NC(=O)NC12CC3CC(CC(C3)C1)C2
  -12.2% | -15.8% | 8.4% | -5.6% | i | -26.8 | ? | -13.1% | -6.3%
- O=[N+]([O-])c1ccccc1/C=N/N1CCN(c2ccccn2)CC1
  -12.5% | 3.9% | 29.8% | -5.0% | 2.4% | -20.4 | ? | -9.9% | 1.1%
- O=c1[nH]c2ccccc2cc1-c1nnn(-c2ccccc2)n1
  2.5% | -1.0% | nt | nt | -8.8% | nt | nt | 6.5% | nt
- Cc1cc(C)n(S(=O)(=O)c2ccc(F)cc2)n1
  -1.5% | -8.2% | 18.9% | 1.8% | -4.4% | 2.8 | -9.2% | -5.1% | 2.4%
- CN(C)S(=O)(=O)c1ccc(Cl)c(NC(=O)COC(=O)CNC(=O)c2ccco2)c1
  -9.4% | 3.9% | 44.4% | 1.1% | -3.5% | nt | -8.0% | -10.0% | 1.8%
- CCCCC(=O)Nc1cc(NC(=O)CC)ccc1Cl
  -3.1% | 12.2% | -2.3% | -4.2% | 5.4% | 7.3 | -7.5% | -4.1% | 0.5%
- COc1ccccc1CNC(=O)CCCc1ccccc1
  -11.7% | 9.7% | 27.5% | -1.0% | -5.5% | 7.7 | 6.0% | -5.7% | -4.4%
- CC1=C(C(=O)Nc2ccccc2)C(c2cccs2)NC(=O)N1 (stereo not given)
  -17.1% | 11.2% | 0.7% | -1.6% | -9.1% | -0.4 | -3.5% | 0.9% | -10.1%
- CCOCCc1nn2c(=O)cc(COC(=O)c3ccc(NC(=O)c4cccs4)cc3)nc2s1
  -12.3% | -9.8% | -18.0% | -0.1% | 2.1% | 5.9 | -5.0% | -2.3%[60.1 µM] | nt
- Cc1ccc(Cl)cc1N1CCN(C(=O)C2CCN(S(=O)(=O)c3cn(C)cn3)CC2)CC1
  -12.0% | -8.4% | 18.3% | 1.3% | i | 6.6 | -10.5% | -7.4%[60.1 µM] | nt

Structures listed above shown as hits in Pol iota inh:
Sequence of screens: POLH inh | Pol iota inh | POLB inh | BLM helicase inh | PGK inhibitor | RXFP1 antag | Anesthetic bind | Pol kappa inh | APE1 inh
- COc1cccc(N2CCN(C(=O)CCS(=O)(=O)c3ccc4c(c3)oc(=O)n4C)CC2)c1
  ? | 70.8µM* | ? | -9.2%&-6.9% | -0.5%&-6.6% | 30.9&-7.4 | -11.7%&-13.6% | ? | -10.1%

Next part.
Sequence of screens: POLH inh | Pol iota inh | POLB inh | BLM helicase inh | PGK inhibitor | RXFP1 antag | Anesthetic bind | Pol kappa inh | APE1 inh
- CCO/C=N/c1c(C#N)c(CC#N)nn1-c1ccccc1
  -15.7% | 14.6% | 44.7% | -3.2% | 0.4% | -8.6 | -10.4% | -9.8% | 3.7%
- Cc1ccc(NC(=O)CCNC(=O)c2ccc(Cl)cc2)cc1C
  -4.9% | 5.8% | 7.0% | -3.7% | -5.1% | -4.8 | -6.4% | -0.2% | 18.9%
- CCOC(=O)Cc1ccc(NC(=O)N2CCSc3ccccc32)cc1
  -3.6% | -17.5% | 12.2% | -4.2% | 4.3% | -2.0 | 2.2% | -3.0% | nt
- CCOc1ccc(NC(=O)C(Cc2ccccc2)NC(=O)C2CCCCC2)cc1 (stereo not given)
  -10.1% | -12.4% | -1.5% | -2.4% | -4.3% | -8.4 | -5.3% | -8.7% | -1.1%
- CC1CCN(c2oc(/C=C/c3ccc(F)cc3)nc2C#N)CC1
  -4.2% | 17.1% | 28.6% | -6.2% | -4.1% | nt | 83.3%[activator] | -8.0% | nt
- Cc1c(C(=O)OCc2ccccc2)nnn1-c1nonc1N
  -3.4% | 1.1% | 21.4% | -1.5% | 4.5% | -1.8 | -13.4% | -4.0% | -12.6%
- CCOc1cc(N2CCOCC2)c(OCC)cc1NC1=NCCCCC1
  ? | ? | -0.6% | -8.9% | i | -14.0 | -12.9% | -5.5% | -9.9%
- O=C1Nc2ccc(Cl)cc2C12OCCCO2
  -3.3% | 60.3%[activator] | -2.3% | -1.8% | -0.6% | 9.1 | -7.6% | -16.5% | -9.0%
- O=C(CSc1ccc(-c2ccncc2)nn1)N1CCN(c2ccccc2)CC1
  -15.2% | 62.6%[activator] | 21.6% | -4.4% | i | -9.4 | -10.3% | -4.5% | -8.4%
- COc1ccc2oc(=N)c(C(=O)Nc3ccc(Cl)cc3)cc2c1
  -3.4% | 30.5%[activator] | -0.8% | -0.3% | -2.0% | -3.3 | 11.4% | 11.0% | 13.4%
- COC(=O)c1ccc(-c2sc3nc(N4CCOCC4)c4c(c3c2N)CCCC4)o1
  2.5% | ? | -0.5% | -9.1% | -8.8% | 7.3 | -10.2% | -16.2% | -5.9%
- COc1ccc(NC(=O)c2cc(-c3cccnc3)nc3c(C)c(C)ccc23)c(OC)c1
  -14.3% | ? | 1.8% | -6.4% | 7.8% | -4.3 | ? | -2.1% | -1.6%
- Cc1ccc(C(=O)N(CCc2ccccc2)Cc2ccccc2)cc1S(=O)(=O)N1CCOCC1
  -9.4% | -10.3% | nt | nt | 5.5% | -10.3 | nt | -0.8% | nt
- Cc1ccc(C(=O)NCCNC(=O)COc2ccc(C)c(C)c2)cn1
  5.6% | 24.9% | -9.1% | -1.6% | 1.0% | -10.3 | 3.6% | -10.5% | 16.1%
- CCCn1c(N)c(N(CCOC)C(=O)C(C)Oc2ccc(F)cc2)c(=O)[nH]c1=O (stereo not given)
  -20.2% | 73.9%[activator] | nt | nt | 2.7% | 0.7 | nt | 5.1% | 13.2%
- COc1ccc(OC)c(N(CC(=O)Nc2cccnc2)S(=O)(=O)c2ccc(C)cc2)c1
  -11.4% | -6.2% | 27.0% | -3.8% | 6.9%[11.5 µM] | -3.2 | -14.3% | -4.7% | 11.5%
